LMPTP block: blocks human LMPTP phosphatase; recombinant LMPTP-A, OMFP fluorogenic substrate, fluorescence intensity; P24666; inhibition, % at 20 µM; hit rate 0.22% among 360,000; AID 651560;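 active = compounds that cut the enzyme signal by at least half of the control window in the single-dose screen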;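 note: plate controls were DMSO wells with enzyme plus substrate for no effect and substrate without enzyme for full effect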
Target sequence (P24666 whole entry, looked up): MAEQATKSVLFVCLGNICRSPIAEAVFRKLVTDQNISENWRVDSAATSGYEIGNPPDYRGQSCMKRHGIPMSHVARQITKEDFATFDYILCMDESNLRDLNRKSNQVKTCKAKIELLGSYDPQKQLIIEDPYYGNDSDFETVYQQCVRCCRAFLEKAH
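Assay system: LMPTP-A, protein tyrosine phosphatase of low molecular weight / Medium: pH 6.0 Bis-Tris buffer with DTT and Triton X-100 / Schedule: 50 min enzyme reaction at room temperature, protected from light / Measured by: endpoint fluorescence intensity from OMFP dephosphorylation / Read-out basis: % inhibition relative to no-enzyme and uninhibited control wells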
Neddylation inh: cullin neddylation inhibition. AID 651699. calls only at 25 µM. hit rate 0.58% among 360,000. TR-FRET cullin neddylation, biochemical; in the data active = inhibition above about 36%
Scp-1 inhibitor: Scp-1 (human) phosphatase inhibition; Q9GZU7; Recombinant Scp1, phosphopeptide, malachite green phosphate absorbance; inhibition, % at 20 µM; hit rate 0.88% among 340,000; AID 493091;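 active = inhibition above about 50% at 20 µM, limit read from the data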;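 note: plate controls were DMSO wells with enzyme for no effect and wells lacking enzyme for full effect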
Target sequence (Q9GZU7 76-261 limits assumed): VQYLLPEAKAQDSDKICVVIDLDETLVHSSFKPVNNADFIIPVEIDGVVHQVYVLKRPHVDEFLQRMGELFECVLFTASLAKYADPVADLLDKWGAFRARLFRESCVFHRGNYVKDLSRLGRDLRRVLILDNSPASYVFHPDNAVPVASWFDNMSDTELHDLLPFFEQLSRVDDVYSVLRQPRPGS
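System: truncated SCP-1 phosphatase (76-261aa); medium: Tris acetate buffer pH 5.5 with MgCl2 and Tween-20; incubation: 45 min room-temperature reaction, 5 min colour, 30 min stabiliser; compound: single 20 µM dose, 1% DMSO; reagent: Phosphorylated 17-residue peptide substrate; read-out: % inhibition at 20 µM; technique: colorimetric free-phosphate detection, absorbance 630 nm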
STEP inh: STEP (human) phosphatase inhibition; P54829; recombinant STEP, OMFP fluorogenic substrate, fluorescence; inhibition, % at 20 µM; hit rate 0.25% among 360,000;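 active = inhibition at 20 µM, scaled per plate between control wells, above about 37%, limit read from the data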;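 note: 0% = DMSO with enzyme and substrate and 100% = substrate only without enzyme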
Target sequence (P54829 whole entry, looked up): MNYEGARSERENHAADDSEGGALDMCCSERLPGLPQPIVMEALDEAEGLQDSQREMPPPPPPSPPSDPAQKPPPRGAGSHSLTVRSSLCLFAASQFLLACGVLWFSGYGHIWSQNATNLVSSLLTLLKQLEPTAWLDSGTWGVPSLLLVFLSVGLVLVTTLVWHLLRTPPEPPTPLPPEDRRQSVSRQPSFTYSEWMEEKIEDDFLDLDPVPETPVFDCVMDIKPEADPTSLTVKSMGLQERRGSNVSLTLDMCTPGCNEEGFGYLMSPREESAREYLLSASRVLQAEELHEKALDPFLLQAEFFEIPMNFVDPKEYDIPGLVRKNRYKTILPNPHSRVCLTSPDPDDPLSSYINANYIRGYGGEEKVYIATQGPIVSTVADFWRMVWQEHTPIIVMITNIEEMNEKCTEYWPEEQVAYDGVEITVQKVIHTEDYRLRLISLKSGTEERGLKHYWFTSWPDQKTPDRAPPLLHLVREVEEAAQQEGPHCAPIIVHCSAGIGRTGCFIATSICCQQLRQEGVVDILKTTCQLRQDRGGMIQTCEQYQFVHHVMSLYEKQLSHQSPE
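Also added – OMFP at 25 µM · Test system – STEP tyrosine phosphatase · Technique – FITC-channel fluorescence of OMFP product · Schedule – 20 min at room temperature, dark · Evaluation – control-normalized % inhibition with plate pattern correction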
NadD block: NadD (S. aureus) enzyme inhibition; purified NadD enzyme, colorimetric absorbance read-out; inhibition, % at 20 µM; hit rate 0.78% among 360,000; AID 602399; in the data active = inhibition above about 26%; note: some compounds past the cut are filed as inactive
Rin1 Abl inh: blocks binding of human Rin1 to Abl. hit rate 0.4% among 360,000. TR-FRET Rin1/Abl binding, biochemical. AID 588664. inhibition, % at 7.35 µM. P00519+Q13671; in the data active = inhibition above about 5%, passing the limit was not always enough
DNMT1 inh: DNMT1 (human) enzyme inhibition; inhibition (reported as % activation of signal), % at 10 µM; AID 588458; hit rate 0.83% among 360,000; P26358; DNMT1 molecular beacon, Hinp1I cleavage, fluorescence; in the data active = inhibition above about 50%
Rpn11 block: inhibitors of human proteasome Rpn11 | human 26S proteasome, Ub4-pepOG fluorescence polarization; 20S core pre-blocked with epoxomicin | calls only at 20 µM | hit rate 0.59% among 360,000;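 active = inhibition at 20 µM, scaled to each plate's controls, above about 33%, limit read from the data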
CSN inh: inhibitors of human CSN-mediated cullin deneddylation; Q92905; Purified CSN, SCF-Nedd8-OG deneddylation, fluorescence polarization; inhibition, % at 12.5 µM; hit rate 0.38% among 360,000;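 active = pattern-corrected inhibition above about 35%, with an unprinted fluorescence ratio check between 0.5 and 1.5, limit read from the data, passing the limit was not always enough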;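 note: 0% = enzyme with substrate and 100% = substrate without enzyme; some results filed as inactive read as strong as hits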
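assay system = purified human Csn5 enzyme expressed in HEK293T cells | amount = 0.24 nM enzyme | buffer or medium = Tris/NaCl/DTT buffer, pH 7.5 | reagent = 10 nM SCFSkp2-Nedd8OG | compound = one concentration, 12.5 µM, 0.25% DMSO | times = 90 min reaction at room temperature | signal = FP | read-out basis = % inhibition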
SUMO1 PPI mod: modulators of human SUMO1-mediated protein-protein interactions. P63165. SUMO1 binding to a labelled peptide, TR-FRET, 1 h. inhibition, % at 20 µM. hit rate 0.33% among 360,000; in the data active = inhibition above about 37%
Target sequence (P63165 whole entry, looked up): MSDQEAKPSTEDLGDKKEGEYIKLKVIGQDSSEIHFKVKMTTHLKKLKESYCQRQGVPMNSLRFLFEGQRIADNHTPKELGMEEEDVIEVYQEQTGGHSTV
An asterisk follows results filed as active; i = inactive; / = no result given. Rows were taken by chance. About 3.8% of those tested had a hit in this group.

SMILES,Neddylation inh,CSN inh,NadD block,Rpn11 block,SUMO1 PPI mod,Scp-1 inhibitor,STEP inh,Rin1 Abl inh,DNMT1 inh,LMPTP block
O=S(=O)(CCN1C=CC(C(F)(F)F)=NCC1)c1ccc(F)cc1,i,-5,2,i,-4,3,-1,1,1,-2.5
O=C(/C=C/c1ccccc1)c1ccc2ccccc2c1,i,16,4,i,-7,-8,4,3,12,1.1
COc1cc(CCC(=O)OCc2ccccc2C#N)cc(OC)c1OC,i,3,-8,i,0,0,-3,1,3,-1.4
CCOC(=O)C1CCN(C2CC(=O)N(c3cccc(Cl)c3)C2=O)CC1 (stereo not given),i,-4,-2,i,-2,2,0,-2,1,-2.1
CCOc1ccc(CCNC(=O)Nc2cccc(OC)c2)cc1OCC,i,6,-1,i,0,-7,2,4,-2,-1.0
CC1(C)Cc2c(cnn2-c2ccccc2)C(=O)/C1=N\NC(=O)c1ccccc1N,i,5,8,i,-3,-2,0,0,-2,0.3
Cn1nc(C(C)(C)C)cc1C(=O)NN1CCOCC1,i,-2,-5,i,-6,-6,-2,3,5,1.8
O=C1CCc2cc(S(=O)(=O)NC(Cc3ccccc3)C(=O)NCC3CCCO3)ccc2N1 (stereo not given),i,-6,-2,i,2,-6,0,4,2,-1.3
CC(C)NC(=O)c1cc2cc([N+](=O)[O-])ccc2s1,i,-5,-5,i,-20,-2,0,-1,-1,0.6
CC(NC(=O)c1ccncc1)c1ccc(Cl)cc1Cl (stereo not given),i,-1,-5,i,-2,-12,0,2,-2,-0.4
CC1CC(C)CN(S(=O)(=O)c2ccc3c(c2)oc(=O)n3CC(=O)NCc2cccnc2)C1 (stereo not given),i,-3,-4,i,-6,-4,-1,-3,0,-0.3
O=C(C1CCN(S(=O)(=O)c2cccc3cccnc23)CC1)N1CCN(c2ccc(Cl)cc2)CC1,i,-1,6,i,-8,-6,4,-1,-6,1.7
O=C(CN1CCCC1c1cccs1)N1CCN(S(=O)(=O)c2cccc(F)c2)CC1 (stereo not given),i,-2,0,i,4,-3,-2,7,-4,0.5
Cc1ccc(C)c(CNS(=O)(=O)c2c(C(=O)N3CCCC3)c(C)n(C)c2C)c1,i,1,0,i,4,3,1,1,1,-1.6
Cc1nn2c([nH]c(=O)c3ccccc32)c1C=O,i,2,-3,i,10,-3,-3,1,3,-0.7
CCN1C(=O)C2(SC(NC(C)=O)=NN2C(C)=O)c2cc(C)cc(C)c21 (stereo not given),i,1,-6,i,-4,-4,-2,0,0,-0.5
CC(C)CNC(=O)COC(=O)c1ccc(Cl)c(S(=O)(=O)N2CCc3ccccc32)c1,i,0,-5,i,-1,-5,6,6,-1,1.1
CCC(=O)Nc1ccc(C(=O)NNC(=O)Cc2ccccc2)cc1,i,-8,-4,i,1,-1,-3,0,5,-1.0
O=C(N/C(=C/c1cccs1)C(=O)N1CCCCCC1)c1ccccc1,i,2,-2,i,-5,-3,0,1,4,-0.5
CCN1CCN(C(c2cccs2)C(C)NC(=O)C(C)C)CC1 (stereo not given),i,-1,2,i,3,-17,1,1,3,-1.0
Cc1ccccc1C(=O)Nc1cccc(N)c1,i,3,3,i,-1,0,-2,-1,-14,0.9
O=S(=O)(c1cccc(S(=O)(=O)N2CCC(Cc3ccccc3)CC2)c1)N1CCOCC1,i,1,-1,i,1,-15,4,1,-4,0.0
Cc1ccnc2nc(C(=O)OCC(=O)Nc3ccc([N+](=O)[O-])cc3Br)nn12,i,-3,-2,i,-27,-6,-3,-1,1,-1.0
OCC1(CCOc2ccccc2)CCN(CCCn2cccn2)CC1,i,6,-5,i,1,-4,2,-1,0,-0.2
O=C(c1ccc(OC2CCN(Cc3ccccn3)CC2)cc1)N1CCCC(O)C1 (stereo not given),i,-6,1,i,-6,3,0,0,2,-0.6
Cc1cccc(OCCCC(=O)Nc2nccs2)c1,i,3,-7,i,-2,4,-2,-1,-5,0.5
O=C(CNC(=O)c1cnccc1C(F)(F)F)c1cccc(Cl)c1,i,4,-1,i,0,-1,-1,-2,-2,-2.0
CCC(=O)N(C)CCc1cc2c(c(OC)c1/C=N/NS(=O)(=O)c1ccc(C)cc1)OCO2,i,-1,-7,i,-1,-6,0,0,-1,-1.9
CN1C(c2ccc(F)cc2)=CS/C1=C(/C#N)c1nnc2n1-c1ccccc1SC2,i,-4,6,i,-20,-7,5,1,9,-0.8
Cc1ccc(C(CNS(=O)(=O)c2ccc([N+](=O)[O-])cc2)N2CCN(C)CC2)cc1 (stereo not given),i,2,-10,i,-39,-6,-1,-3,3,0.2
Cc1cccc(CCNS(=O)(=O)c2ccc(S(=O)(=O)N3CCCCC3)cc2)c1,i,1,-4,i,3,-8,-5,-2,4,-2.4
CCCNC(=O)NC(=O)CN1CCCC1c1ccc2c(c1)OCCO2 (stereo not given),i,2,-1,i,-5,4,1,1,3,-1.4
COC(=O)C1CCN(CCCOc2ccc(CN3CCN(c4ccc([N+](=O)[O-])cc4)CC3)cc2)CC1,i,8,-4,i,-22,4,-3,-2,-4,14
CN1CCN(C2CN(Cc3cn(Cc4ccccc4)nn3)S(=O)(=O)C2)CC1 (stereo not given),i,-1,2,/,-2,/,/,/,/,-3.3
OC(CCCN1CCCCC1)(c1ccccc1)c1ccc(C(F)(F)F)cc1 (stereo not given),i,-2,-6,i,-4,-4,2,6,-4,-1.5
CS(=O)(=O)Nc1ccc(C(=O)N2CCCCC2)cc1,i,-4,2,i,1,-8,-3,8,6,-0.5
CN1CCCN(C(=O)c2ccc(Br)cc2)CC1,i,-1,-4,i,4,-5,0,3,0,-1.9
C=CCOc1ccc(/C=C/C(=O)OCC(=O)NCc2ccco2)cc1,i,-3,-6,i,-15,-5,0,-1,0,0.5
CC(NC(=O)c1cccc(C(F)(F)F)c1)C1CCCO1 (stereo not given),i,-1,-9,i,3,-3,-2,4,2,-1.3
CC(C)c1cc(=O)oc2c3c4c(cc12)CCCN4CCC3,/,2,1,i,-18,-4,-2,-8,4,4.5
COc1ccc(Cn2nnnc2C(c2ccc(N(C)C)cc2)N2CCC(C)CC2)cc1 (stereo not given),i,6,-7,i,2,-7,2,-3,-2,1.1
CN(CC(=O)Nc1cccc(F)c1)C(=O)Cn1c(=O)oc2ccccc21,i,-1,2,i,-4,0,1,0,5,-0.8
COc1ccccc1N1CCN(C(=O)CSc2ncccc2-c2nc3ccccc3[nH]2)CC1,i,23,18,i,7,-2,0,-1,-8,2.2
CCc1ccccc1NC(=S)N(CCCN1CCN(C)CC1)Cc1cccs1,i,5,-8,i,5,-4,1,-1,0,-4.0
Cn1cc(-c2csc(C(O)c3ccccc3)n2)cn1 (stereo not given),i,-1,-9,i,1,/,0,-3,-1,-1.4
Brc1ccccc1-c1cnco1,i,1,-1,i,0,-7,-3,-1,0,-0.6
O=C(COc1ccc([N+](=O)[O-])cc1)N1CCN(c2nnc(-c3ccccc3)c3ccccc23)CC1,i,6,7,i,-49,-7,3,0,-2,5.0
O=C(Cc1ccc(Br)cc1)N1CCN(c2ccc(F)cc2)CC1,i,3,-6,i,-2,-5,2,1,-3,0.2
CC(C)c1onc(C(=O)N2CCCCC2C)c1[N+](=O)[O-] (stereo not given),i,-6,3,i,-4,-2,0,2,5,-2.3
CC(C)Oc1ccc(C2CC(=O)N(c3ccc(N(C)C)cc3)C2=O)cc1 (stereo not given),i,-1,3,i,0,7,2,1,1,-0.3

Additional results:
SMILES,Neddylation inh,CSN inh,NadD block,Rpn11 block,SUMO1 PPI mod,Scp-1 inhibitor,STEP inh,Rin1 Abl inh,DNMT1 inh,LMPTP block
COc1ccc(-c2csc(C(C)(O)c3ccccc3)n2)cc1OC (stereo not given),i,-1,-2,i,0,/,-1,0,-1,-0.6
O=C(NCc1cc(C(F)(F)F)cc(C(F)(F)F)c1)C12CN(Cc3ccccc3)CC1C(c1cccc([N+](=O)[O-])c1)=NO2 (stereo not given),i,1,16,i,-8,5,-9,1,12,-2.4
O=C(CSc1oc(-c2ccccc2)nc1S(=O)(=O)c1ccccc1)NCC1CCCO1 (stereo not given),i,-4,-4,i,7,-7,-1,3,0,-0.4
Cc1cccc(NCC(=O)N/N=C\c2ccc[nH]2)c1,i,1,0,i,1,-10,-1,-2,2,-0.4
O=S(=O)(NCCCc1ccccc1)c1cccc2nsnc12,i,-8,-5,i,-23,0,1,1,8,-1.3
COc1ccc(N(C)S(=O)(=O)c2cccc(C(=O)Nc3nnc(C)s3)c2)cc1,i,-2,3,i,6,-6,-1,4,1,-0.3
CC(=O)c1ccc(N(C(=O)CNC(=O)c2ccco2)C(C(=O)NC2CCCC2)c2cccnc2)cc1 (stereo not given),i,-1,4,i,10,-5,-3,0,-3,-1.0
CN(C(=O)COC(=O)c1cc2c(s1)CCCCC2)C1CCS(=O)(=O)C1 (stereo not given),i,1,-5,i,4,-8,-1,1,2,-1.0
CCNC(=S)N/N=C/c1cc(C)n(-c2ccc(Cl)cc2)c1C,i,4,8,i,3,-6,0,-5,-3,0.6
Cc1cc(C(=O)N2CCCc3ccccc32)no1,i,5,-3,i,-3,-7,-7,1,0,-1.3

Quoted at random: three records from the list
SMILES,Neddylation inh,CSN inh,NadD block,Rpn11 block,SUMO1 PPI mod,Scp-1 inhibitor,STEP inh,Rin1 Abl inh,DNMT1 inh,LMPTP block
Cc1cccc(OCCCC(=O)Nc2nccs2)c1,i,3,-7,i,-2,4,-2,-1,-5,0.5
O=C(CSc1oc(-c2ccccc2)nc1S(=O)(=O)c1ccccc1)NCC1CCCO1 (stereo not given),i,-4,-4,i,7,-7,-1,3,0,-0.4
O=C(COc1ccc([N+](=O)[O-])cc1)N1CCN(c2nnc(-c3ccccc3)c3ccccc23)CC1,i,6,7,i,-49,-7,3,0,-2,5.0

More compounds.
SMILES,Neddylation inh,CSN inh,NadD block,Rpn11 block,SUMO1 PPI mod,Scp-1 inhibitor,STEP inh,Rin1 Abl inh,DNMT1 inh,LMPTP block
COc1ccc(CN2CCN(C(=O)CCC(=O)Nc3nnc(CC(C)C)s3)CC2)cc1F,i,1,5,i,-1,-4,-1,1,1,-0.4
CC(C)(O)CN(C(=O)c1ccc([N+](=O)[O-])cc1)C1CCCC1,i,4,2,i,-24,-3,1,1,8,-0.9
CC1(C)CC(=O)CC(=NCC(=O)O)C1,i,-3,-3,i,4,-3,0,0,2,-1.6
Cc1cc(/C=N/n2cnnc2)c(C)n1-c1cccc(Cl)c1,i,0,2,i,-2,-2,1,-1,-5,0.0
COc1ccc(NC(=O)C2CCN(S(=O)(=O)c3cccc4nonc34)CC2)cc1OC,i,-3,-5,i,-16,10,7,-1,0,0.8

Source: PubChem BioAssay
